GLS inh – inhibitors of human glutaminase (GLS) | GLS enzymatic activity, qHTS titration | O94925 | 0.21% of 410,000 active | AID 624170 | Potency, µM (highest dose often 45.5 µM), inactives show top-dose activity change, negative = inhibition, actives largely listed as inhibitors; further: potency means the concentration at half of the fitted maximal effect; on the % scale 0 is the no-effect control and ±100 the full control effect
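hKGA; 45 mM KH2PO4 pH 8.2 + 0.02% Tween-20; cpd via pin tool; 1 mM Gln soln; GluOx/HRP/Amplex Red; RT 30 min; fluor. t0 & final.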
BAZ2B block – BAZ2B (human) inhibition; 4.4% of 360,000 active; Potency, µM (top dose mostly 114 µM), inactives show at the highest dose activity change, negative = inhibition, usual class: inhibitors; AID 504333; AlphaScreen BAZ2B-H3K14Ac peptide displacement; Q9UIF8; further: potency means the concentration at half of the fitted maximal effect; on the % scale 0 is the no-effect control and ±100 the full control effect; nearly all actives have a fitted effect of over 60% in size
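Complex of BAZ2B and biotin-H3K14Ac (50 nM apiece) forms over 30 min at RT, then faces library compounds up to 110 uM for another 30 min; AlphaScreen beads added, 20 min dark incubation, luminescence read.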
G9a block – G9a (human) methyltransferase inhibition | Q96KQ7 | 8.8% of 350,000 active | AID 504332 | G9a H3K9 monomethylation, AlphaScreen, 2 h | Potency, µM (series often up to 102 µM), without a hit: top-dose activity, negative = inhibition, actives largely listed as inhibitors; further: potency means the concentration at half of the fitted maximal effect; on the % scale 0 is the no-effect control and ±100 the full control effect; nearly all actives have a fitted effect of over 75% in size
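Using a bead-based AlphaScreen, monomethylated H3K9 product from 2 h room-temperature reactions (G9a 20 nM, peptide 500 nM, SAM 20 uM) was detected with 0.5 ug/mL rabbit anti-H3K9me1 antibody.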
ERG Ets-DNA blk – ERG Ets/DNA interaction inhibition; fluorescence polarization, His-ERG Ets domain / labelled DNA; 0.028% of 370,000 active; Potency, µM (doses to about 76.9 µM), for inactives: at the top dose FP activity, negative = inhibition, usual class: inhibitors; active means well fitted inhibition curve with a large enough effect in the polarisation, with a control signal flat; inconclusive means small, poorly fitted or top-dose-only effect, or effect the other way, or a change in a side signal; inactive means no such curve, though single readings can be large or run the other way; the % refers to the polarisation;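 further: polarization taken with two DNA probes labelled with fluorescein and Texas red; potency means the concentration at half of the fitted maximal effect; % of control where 0% means no effect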
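His-tagged ERG Ets domain (1 uM in the protein solution; 300mM KCl, 50mM Tris-HCl, 1mM EDTA, 1mM DTT, pH 7.5) received compound, then a probe mix of 5 nM fluorescein-DNA and 100nM Texas-615-DNA. Fluorescence polarization was read for both dyes.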
HP1b binding inh – inhibitors of HP1-beta chromodomain binding to methylated histone tails | P83916 | AlphaScreen HP1-beta / biotin-H3K9me3 peptide binding | Potency, µM (top dose mostly 114 µM), for the others: at the highest dose activity change, negative = inhibition, hits mostly inhibitors | 0.56% of 390,000 active; further: potency means the concentration at half of the fitted maximal effect; nearly all actives have a fitted effect of over 70% in size; inactives centre near 23
Target sequence (P83916 whole entry, looked up): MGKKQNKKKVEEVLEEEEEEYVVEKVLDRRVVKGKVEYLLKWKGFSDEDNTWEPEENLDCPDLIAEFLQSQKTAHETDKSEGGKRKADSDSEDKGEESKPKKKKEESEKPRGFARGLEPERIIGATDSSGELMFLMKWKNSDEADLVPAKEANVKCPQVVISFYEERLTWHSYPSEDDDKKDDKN
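AlphaScreen: HP1-beta (50 nM) preformed 30 min with biotin-H3(1-18)K9me3 peptide (50 nM) in PBS pH 7.4, 0.01% Tween-20. Compound added for 30 min at RT, then streptavidin donor/nickel chelate acceptor beads (10 ug/mL) for 30 min.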
JMJD2A Tudor – inhibitors of human JMJD2A Tudor domain; 4.4% of 390,000 active; Potency, µM (top dose mostly 114 µM), for inactives: at the top dose activity change, negative = inhibition, actives largely listed as inhibitors; AlphaScreen JMJD2A-Tudor / H3K4me3 peptide binding; AID 504339; further: potency means the concentration at half of the fitted maximal effect; on the % scale 0 is the no-effect control and ±100 the full control effect; nearly all actives have a fitted effect of over 50% in size
PI4K2A block – PI4K2A (human) kinase inhibition; Q9BTU6; purified PI4K2A, ADP-Glo luminescence, 1 h; active compounds read low; activity change, negative = inhibition, % at 76.9 µM; 0.13% of 420,000 active; AID 1346378; in the data active means activity change below about -50%; inconclusive means mostly about -30% to -49%;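 further: -100% = wells without enzyme as full effect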
Target sequence (Q9BTU6 whole entry, looked up): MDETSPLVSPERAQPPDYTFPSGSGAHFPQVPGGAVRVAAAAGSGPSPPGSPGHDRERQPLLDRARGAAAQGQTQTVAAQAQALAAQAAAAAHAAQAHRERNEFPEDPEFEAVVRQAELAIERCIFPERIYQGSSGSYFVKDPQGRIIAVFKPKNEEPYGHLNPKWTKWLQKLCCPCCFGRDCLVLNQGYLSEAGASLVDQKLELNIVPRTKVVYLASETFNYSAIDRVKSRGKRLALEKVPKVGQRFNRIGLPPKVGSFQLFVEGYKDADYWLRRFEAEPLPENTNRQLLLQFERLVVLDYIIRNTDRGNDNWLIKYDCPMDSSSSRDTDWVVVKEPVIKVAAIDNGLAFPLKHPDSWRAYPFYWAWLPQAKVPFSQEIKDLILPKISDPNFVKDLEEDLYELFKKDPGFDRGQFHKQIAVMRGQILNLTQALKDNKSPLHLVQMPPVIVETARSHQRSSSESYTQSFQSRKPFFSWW
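ADP-Glo luminescence measured ADP generated by PI4K2A enzyme (4 ug/mL before mixing) with 1.2 mM PI substrate (pre-mix) and 300 microM ATP (pre-mix). Tris pH7.5 buffer with MgCl2, Triton X-100; 1 h reaction at ambient temperature.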
12-LOX inh – inhibitors of human 12S-lipoxygenase ALOX12. P18054. purified 12hLO, xylenol orange hydroperoxide absorbance. Potency, µM (series often up to 108 µM), without a hit: at the highest dose activity change, negative = inhibition, actives largely listed as inhibitors. 1.1% of 580,000 active; further: potency means the concentration at half of the fitted maximal effect; on the % scale 0 is the no-effect control and ±100 the full control effect
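Purified human 12hLO (150 nM final) in 25 mM Hepes, 0.01% Triton X-100, pH 7.0 was preincubated 15 min at room temperature with compound. Then 40 uM arachidonic acid was added, 30 min. Hydroperoxide was read by Fe-XO absorbance ratio 573/405 nm.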
RGS4 inhibitor – inhibitors of human regulator of G protein signaling 4; P49798; Transcreener GDP fluorescence polarization, RGS4-accelerated GTP hydrolysis; Potency, µM (titrated, usually from 114 µM), without a hit: top-dose activity change, negative = inhibition, most hits filed as inhibitors; 0.039% of 390,000 active; AID 504845; further: potency means the concentration at half of the fitted maximal effect; on the % scale 0 is the no-effect control and ±100 the full control effect; nearly all actives have a fitted effect of over 75% in size; some results filed as inactive show a strong effect at the top dose
Target sequence (P49798 whole entry, looked up): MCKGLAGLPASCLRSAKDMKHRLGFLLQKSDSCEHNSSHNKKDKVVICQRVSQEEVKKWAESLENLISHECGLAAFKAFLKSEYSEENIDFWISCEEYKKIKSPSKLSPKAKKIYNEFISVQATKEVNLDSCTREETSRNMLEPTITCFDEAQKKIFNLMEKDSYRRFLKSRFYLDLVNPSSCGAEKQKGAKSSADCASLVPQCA
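MLSMR compounds (23 nl, pin-transferred) preincubated 10 min at room temperature with a 500nM (2x) first reagent, then RGS4 at 900nM (2x) plus Transcreener GDP mix added; fluorescence polarization (620/688 nm) read before and after 90 min at 30 °C.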
* marks the source's active call; other numbers are inactive results; u = inconclusive; x = not tested or not shown; [ ] = dose if it differs, or a comment. Unless noted, the call rests on the fitted dose curve; in most records, active means well fitted curve in the direction sought with a large enough effect; inconclusive means small, poorly fitted or top-dose-only effect, or another doubt; inactive means no such curve, though single readings can be large; an effect the other way counts as inactive or inconclusive. This is a subset (hit frequency here may not be typical).

SMILES	GLS inh	BAZ2B block	G9a block	ERG Ets-DNA blk	HP1b binding inh	JMJD2A Tudor	PI4K2A block	12-LOX inh	RGS4 inhibitor
COc1ccccc1OCC(=O)N/N=C/c1cccc2cccnc12	-2%	35µM*	x	9%	29%	56µM*	1	u	-3%
CC1CCN(CC(=O)N2c3ccccc3CCc3ccccc32)CC1	27%	-4%	3%[59 µM]	-3%	18%	-1%	-3	u	4%
O=C(Nc1nnc(-c2ccccc2F)s1)Nc1ccccc1F	5%	-16%	28%	-8%	30%	-6%	2	3%	25%
Cc1ccc2c(c1)N(CC(=O)NC1CCCC1)C(=O)CO2	-1%	7%	-2%	-8%	9%	-11%	0	-3%	-3%
Cc1ccc(N=C(NOCc2ccc(Cl)cc2Cl)c2nonc2N)c(C)c1	-11%	15%	23%	x	76%[activator]	25%	-2	-13%	6%
CC(C)C(OC(=O)c1cccc(S(=O)(=O)NCC(F)(F)F)c1)C(=O)NC(N)=O (configuration not stated)	3%	13%	-11%	-2%	19%	-17%	4	-12%	-3%
Cn1c2ccccc2c2cnn(CC(=O)Nc3ccccc3Br)c(=O)c21	11%	-28%	7%	19%	32%	-5%	3	-7%	6%
CSc1cccc(NC(=O)CSc2ccccc2)c1	1%	3%	1%[12.7 µM]	0%	68%[activator]	0%	-1	u	-19%
COc1cc(/C=N/NC(=O)CCn2c3ccccc3c3ccccc32)cc(OC)c1OC	-8%	3%	17%[59 µM]	-2%	39%[activator]	-1%	7	-2%	4%
Cc1cccc(-n2ccc(=O)c(C(=O)Nc3ccc(S(=O)(=O)N4CCOCC4)cc3)n2)c1	-6%	-13%	-13%[0.501 µM]	3%	-4%[57 µM]	-27%	-8	4%	30%
CCCCNC(=O)CN(CCc1ccccc1)S(C)(=O)=O	-6%	-4%	-11%	4%	19%	1%	14	23%	5%
CCOC(=O)C1/C(=N\O)CC(C)(O)C(C(=O)OCC)C1c1ccc(N(C)C)cc1 (configuration not stated)	32%[activator]	79µM*	18µM*	0%	15%	-36%	-3	-13%	-18%
COc1ccc(CN=C(Nc2ccccc2)SC2CC(=O)NC2=O)cc1 (configuration not stated)	0%	u	u	5%	18%	-20%	8	-21%	-2%
CC(=O)Nc1sc2c(c1C(N)=O)CCN(Cc1ccccc1)C2	23%	0%	-49%	12%	34%	-15%	-4	-16%	-11%
Cc1cc(=O)[nH]c(N/N=C/c2ccc(O)c(O)c2)n1	13µM*	4%	1%	8%	10%[57 µM]	2.8µM*	-3	u	8%
Cc1cc(C(=O)Nc2cccc3ccccc23)n(-c2ccccc2)n1	-7%	u	7%[59 µM]	-2%	26%	3%	-3	-17%	-1%
NS(=O)(=O)c1ccc(NC(=O)CSC2CCCCC2)cc1	14%	-1%	u	-27%	-18%	28µM*	3	34%	27%[11.4 µM]
COC(=O)[C@@]1(Cc2ccccc2)[C@H]2C(=O)N(Cc3ccccc3)C(=O)[C@H]2[C@H]2CN=C(SCc3ccc(Cl)cc3)N21	3%	x	x	0%	14%	u	0	-35%	-5%
O=C(COc1ncnc2ccccc12)N1CCN(c2ccccc2)CC1	4%	-17%	50µM*	6%	7%	-18%	-4	-9%	8%
O=C(CCN1C(=O)C2C3C=CC(C3)C2C1=O)Nc1nccs1 (configuration not stated)	85%[activator]	-2%	-25%	-5%	-5%	11%[11.4 µM]	-5	0%	-45%[11.4 µM]
O=C1c2ccccc2C(=O)N1CCCCCCN1C(=O)c2ccccc2C1=O	-12%	x	x	-4%	57%[activator]	-7%	-5	35µM*	-1%
O=C(CSc1nnc(C2COc3ccccc3O2)o1)N1CCCCC1 (configuration not stated)	2%	-4%	u	-1%	13%	-11%	-4	-6%	7%
CCCCc1nc2cc(Cl)ccc2o1	2%	4%	3%	7%	48%[activator]	3%	-4	-1%	23%
Nc1ccc(S(=O)(=O)Nc2nccs2)cc1N=Nc1ccccc1[N+](=O)[O-]	6%	x	x	-3%	40µM*	40µM*	-7	u	-41%
Cc1cccc(-n2c(SCC(=O)NCC3CCCO3)nc3ccccc3c2=O)c1C (configuration not stated)	-2%	6%	14%[12.7 µM]	-9%	26%	8%	1	-1%	5%

Pulled by structure from the entries so far, 3 records:
SMILES	GLS inh	BAZ2B block	G9a block	ERG Ets-DNA blk	HP1b binding inh	JMJD2A Tudor	PI4K2A block	12-LOX inh	RGS4 inhibitor
CCCCNC(=O)CN(CCc1ccccc1)S(C)(=O)=O	-6%	-4%	-11%	4%	19%	1%	14	23%	5%
CCOC(=O)C1/C(=N\O)CC(C)(O)C(C(=O)OCC)C1c1ccc(N(C)C)cc1 (configuration not stated)	32%[activator]	79µM*	18µM*	0%	15%	-36%	-3	-13%	-18%
COC(=O)[C@@]1(Cc2ccccc2)[C@H]2C(=O)N(Cc3ccccc3)C(=O)[C@H]2[C@H]2CN=C(SCc3ccc(Cl)cc3)N21	3%	x	x	0%	14%	u	0	-35%	-5%

The listing picks up with the two entries that preceded the break.
SMILES	GLS inh	BAZ2B block	G9a block	ERG Ets-DNA blk	HP1b binding inh	JMJD2A Tudor	PI4K2A block	12-LOX inh	RGS4 inhibitor
Nc1ccc(S(=O)(=O)Nc2nccs2)cc1N=Nc1ccccc1[N+](=O)[O-]	6%	x	x	-3%	40µM*	40µM*	-7	u	-41%
Cc1cccc(-n2c(SCC(=O)NCC3CCCO3)nc3ccccc3c2=O)c1C (configuration not stated)	-2%	6%	14%[12.7 µM]	-9%	26%	8%	1	-1%	5%
O=C(O)C1C2CCCCC2=C2CCCCC2C1C(=O)Nc1nccs1 (configuration not stated)	1%	x	x	x	8%	-16%	-2	-6%	-31%
COc1ccc(CCNC(=O)CSc2nc3[nH]ncc3c(=O)[nH]2)cc1OC	8%	-34%	6%	0%	21%	8%	3	u	15%
O=C(NNC(=O)c1ccccc1[N+](=O)[O-])c1ccccc1[N+](=O)[O-]	1%	0%	10µM*	-12%	-2%	-19%	2	132%[activator]	10%
N#C/C(=C\c1ccccc1)C(=O)N1CCC(C(N)=O)CC1	-13%	2%	0%	8%	-2%	-18%	-1	-10%	-2%
Cc1ccc(C(=O)Nc2ccc(-n3c(C)nc4ccccc4c3=O)cc2)cc1[N+](=O)[O-]	3%	14%	0%[59 µM]	-5%	55%[activator]	-28%	-4	-16%	9%
Cc1sc2nc(SC(C)C)nc(N)c2c1C	1%	-4%	x	1%	10%	-6%	13	-11%	0%
CCOc1ccccc1NC(=O)c1nnn(CC(=O)Nc2ccccc2CC)c1N	-4%	x	6%[59 µM]	10%	13%	-18%	1	-10%	10%
O=c1oc2ccccc2c(Nc2ccccc2)c1CN1CCCCC1	8%	-11%	x	-6%	22%	-13%	15	-18%	-9%
COc1ccc(NC(=O)Nc2nc3c(s2)CCCC3)cc1	9%	-10%	79µM*	-2%	13%	-21%	3	-16%	8%
CCN(CCO)c1nc(NCc2ccccc2)c2cnn(C)c2n1	3%	-12%[57.1 µM]	8%	2%	25%	6%	-2	15%	-3%
CC(=O)NC1=NN(C(C)=O)C(C)(CCS(=O)(=O)c2ccc(Cl)c(Cl)c2)S1 (configuration not stated)	1%	-10%	-7%[59 µM]	13%	16%	-10%	0	0%	-7%
CC(C)c1ccc(C2NC(=O)NC3=C2CCc2ccccc23)cc1 (configuration not stated)	8%	-7%	32µM*	-2%	21%	-16%	1	u	-20%
Cc1ccc(-n2nnc3c(=O)n(CC(=O)NCc4ccco4)cnc32)cc1	0%	-3%	5%	10%	35%	-16%	-8	3%	-11%
CCOc1ccccc1C(=O)Nc1cc2c(cc1N1CCCCC1)n(C)c(=O)n2C	26%	u	u	-7%	7%	-12%	-1	-71%	15%
CCOC(=O)c1c(-c2cccs2)csc1NC(=O)CSc1ncn[nH]1	-1%	-23%	u	-12%	-23%	-30%	2	-9%	-48%
O=C(NCCc1ccco1)c1cc(COc2cccc(C(F)(F)F)c2)on1	3%	-1%	-1%	1%	27%	-3%	-4	276%[activator]	-49%
COc1ccc(C(C)=O)cc1CSCC(=O)O	0%	-13%	0%	-10%	11%	0%	-1	-2%	2%
O=C1CSC(c2cn(-c3ccccc3)nc2-c2ccccc2)N1Cc1ccco1 (configuration not stated)	2%	u	11µM*	-13%	-14%	u	-1	45µM*	-30%
COc1cc(NC(=O)CCCNC(=O)Cn2cnc3sc(C)c(C)c3c2=O)cc(OC)c1OC	-6%	-10%	22%	4%	18%	-11%	-2	-23%	-7%
COc1ccc(NC(=O)COC(=O)C2CC(=O)N(Cc3ccc(C)cc3)C2)cc1 (configuration not stated)	5%	-3%	-2%	2%	-4%	-17%	4	-24%	-1%
O=C/C(=C\Nc1ccc(S(=O)(=O)CCO)cc1)c1nc2cc(Cl)ccc2o1	0%	-29%	50µM*	3%	56%[activator]	-17%	-5	-28%	-35%
CC(C)c1nc2sc(C(=O)O)c(N)c2c2c1CCCC2	-8%	-38%	u	-8%	13%	-17%	-2	-22%	u
c1ccc(-c2nc3ccccc3nc2-c2ccccn2)nc1	1%	u	u	3%	8%	-29%	-4	-10%	-5%
Cc1cc(C)c(S(=O)(=O)N(C2=NCCS2)S(=O)(=O)c2c(C)cc(C)cc2C)c(C)c1	4%	3%	u	11%	34%	-11%	-7	-14%	26%
COc1ccc(CC(=O)N/N=C/C=C/c2cccc([N+](=O)[O-])c2)cc1OC	3%	-10%	x	-5%	0%	-28%	2	-1%	19%
Cc1cc(=O)oc2cc(OCC(=O)N/N=C/c3ccccc3[N+](=O)[O-])ccc12	59%[activator]	-25%	u	-7%	5%	-32%	0	3%	u

Compound activity from PubChem.
